STAT3 inh: IL-6 driven STAT3 reporter inhibitors, primary screen, U3A cells, luciferase, luminescence, MLSCN library | IL-6 STAT3-luciferase reporter; host cell line lacks STAT1 | actives 0.89% (n = 190,000) | inhibition, % at 5.5 µM;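 active = inhibition above the mean inhibition across all screened compounds plus 3 SD, cut at about 44% in these data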;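 note: 0% = DMSO only wells and 100% = 100 µM nifuroxazide control wells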
NF-kB neuron act: activators of NF-kB expression in neurons, primary screen, cell-based, HTS. human neuronal cells, NF-kB reporter expression; hits give high values. fold change at 12.5 µM. actives 1.6% (n = 190,000); in the data active = fold change above about 3.3
STAT1 activator: STAT1 signaling activators, primary screen, cell-based, HTS, luciferase reporter. NIH 3T3 STAT1-luciferase reporter, IFN-gamma, luminescence; 100% = IFN-gamma alone, no compound. activation (% of control), % at 5.5 µM. actives 2.6% (n = 200,000). AID 932, 2007;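 active = activation above the screen-wide mean activation plus 3 SD, cut at about 130% in these data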;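 note: raw ratio to IFN-gamma control signal so 100% means no change and 0% no light; values of inactives mirror those of a sister screen read the other way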
STAT3 activator: IL-6 driven STAT3 reporter potentiators, primary screen, U3A cells, luciferase, luminescence, MLSCN library; IL-6 STAT3-luciferase reporter; 100% = signal with IL-6 EC80 alone; actives 0.91% (n = 190,000); AID 871, 2007; activation (% of control), % at 5.6 µM;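 active = activation above the screen-wide mean of compound activation plus 3 SD, cut at about 130% in these data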;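 note: 0% = background luminescence of wells with medium and substrate only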
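Material: STAT1-lacking human U3A cells, STAT3 luciferase reporter | Benchmarks: IL-6-only wells as 100% reference | Probe or stimulus: IL-6 (33 ng/mL) | Timing: Compound 1 h, then IL-6 6 h at 37 °C | Detection: Luminescence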
APP 5'UTR act: activators of APP 5'UTR luciferase reporter, primary screen, SH-SY5Y cells; SH-SY5Y APP 5'UTR luciferase reporter, luminescence; zero percent = DMSO vehicle wells; activation, % at 2 µM; actives 1% (n = 190,000); AID 1276, 2008;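 active = activation above a set limit, based on mean plus 3 SD of controls, cut at about 140% in these data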; note: values of inactives mirror those of a sister screen read the other way
FLuc inh counter: firefly luciferase enzyme inhibitors, primary screen, artefact control for luciferase-based inhibitor screens, biochemical, luminescence, ATPLite. Luciferin 4-monooxygenase (Photinus pyralis), P08659. 10 min. inhibition, % at 10 µM. actives 1.5% (n = 200,000);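 active = inhibition above about 50% when tested at 10 µM, limit read from the data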
Target sequence (P08659 whole entry, looked up): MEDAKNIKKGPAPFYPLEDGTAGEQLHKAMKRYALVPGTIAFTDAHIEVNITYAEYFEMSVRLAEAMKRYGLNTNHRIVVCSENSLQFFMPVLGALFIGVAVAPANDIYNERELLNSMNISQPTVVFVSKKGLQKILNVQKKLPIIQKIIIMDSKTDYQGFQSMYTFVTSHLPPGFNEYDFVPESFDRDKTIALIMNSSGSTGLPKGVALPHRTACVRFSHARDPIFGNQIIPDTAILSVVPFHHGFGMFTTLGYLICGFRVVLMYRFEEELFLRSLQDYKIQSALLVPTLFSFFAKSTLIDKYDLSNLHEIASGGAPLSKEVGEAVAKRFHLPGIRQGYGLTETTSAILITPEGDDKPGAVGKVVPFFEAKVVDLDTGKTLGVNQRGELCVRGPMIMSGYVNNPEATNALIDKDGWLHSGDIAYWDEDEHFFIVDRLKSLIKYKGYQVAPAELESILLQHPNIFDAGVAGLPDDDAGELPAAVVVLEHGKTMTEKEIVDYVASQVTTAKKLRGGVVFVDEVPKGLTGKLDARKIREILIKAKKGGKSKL
APP transl inh: inhibitors of APP translation via 5'UTR reporter, primary screen, APP 5'UTR luciferase, SH-SY5Y cells; SH-SY5Y APP 5'UTR-luciferase reporter, luminescence; inhibition, % at 2 µM; actives 0.82% (n = 190,000);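 active = inhibition above a set limit, derived from the sample mean plus 3 SD, cut at about 45% in these data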; note: values of inactives mirror those of a sister screen read the other way
STAT1 blocker: STAT1 signaling inhibitors, primary screen, cell-based, HTS, luciferase reporter. NIH 3T3 STAT1-luciferase reporter, IFN-gamma, luminescence. inhibition, % at 5.5 µM. actives 0.35% (n = 200,000);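 active = inhibition above a set limit, the mean inhibition across all tested compounds plus 3 SD, cut at about 34% in these data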;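 note: 0% = IFN-gamma with DMSO and 100% = IFN-gamma with 300 µM nifuroxazide; values of inactives mirror those of a sister screen read the other way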
ROMK primary: ROMK potassium channel modulators, primary screen, cell-based, thallium flux, MLSMR library | ATP-sensitive inward rectifier potassium channel 1 (Homo sapiens), P48048 | Tet-inducible ROMK, thallium flux fluorescence; actives lie on both sides | B-score at 10 µM | actives 2% (n = 130,000);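 active = signal ratio slope over the read window, or its plate-corrected B-score, at least 3 SD from the plate mean, either direction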;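 note: B-score of the F/F0 ratio slope over 7 to 12 s after thallium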
Target sequence (P48048 whole entry, looked up): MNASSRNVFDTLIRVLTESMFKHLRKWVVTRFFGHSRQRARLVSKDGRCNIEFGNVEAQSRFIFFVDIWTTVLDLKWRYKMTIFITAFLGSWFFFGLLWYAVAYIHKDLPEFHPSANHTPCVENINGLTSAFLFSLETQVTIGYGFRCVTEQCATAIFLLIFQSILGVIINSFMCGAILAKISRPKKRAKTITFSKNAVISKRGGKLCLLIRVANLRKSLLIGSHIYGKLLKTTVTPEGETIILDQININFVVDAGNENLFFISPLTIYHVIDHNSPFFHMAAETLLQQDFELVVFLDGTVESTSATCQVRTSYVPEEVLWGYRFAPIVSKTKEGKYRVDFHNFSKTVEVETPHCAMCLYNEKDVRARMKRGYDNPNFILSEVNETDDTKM
FLuc stim CS: FLuc activators, initial screening, artefact control for FLuc-dependent activation tests, biochemical, ATPlite luminescence; 200,000 tested, under 10 active; ATPlite luciferase biochemical, 10 min; 0 = ATP-free wells, 1 = DMSO control; Luciferin 4-monooxygenase (Photinus pyralis), P08659; AID 1027, 2008; activation factor at 10 µM;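 active = luciferase activation factor, scaled between plate controls, of at least 2 with compound at 10 µM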
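System: Luciferase/luciferin detection reagent, cell-free biochemical luciferase assay | Medium: PBS buffer for ATP | Dosing: Test compounds dosed from 2 mM stocks in 100% DMSO | Timing: 10 min at ambient temperature | Signal: Luminescence measurement of luciferase light output | Evaluation: Luciferase activation, seen as luminescence increase over controls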
Numbers without * were called inactive.

How did Cn1cc(C(=O)N2CCN(c3ccccn3)CC2)c(=O)c2cc(S(=O)(=O)N3CCOCC3)ccc21 do in these assays?
STAT3 inh: -2.5; NF-kB neuron act: 1.02; STAT1 activator: 105.9; STAT3 activator: 106.6; APP 5'UTR act: 6.6; FLuc inh counter: -10.0; APP transl inh: -6.6; STAT1 blocker: -6.5; FLuc stim CS: 1.1

Results for COCCCNCC(=O)Nc1ccc(OC(F)(F)F)cc1 ?
STAT3 inh: 9.5; NF-kB neuron act: 1; STAT1 activator: 126.1; STAT3 activator: 97.3; APP 5'UTR act: -0.9; FLuc inh counter: -4.7; APP transl inh: 0.9; STAT1 blocker: -27.2; FLuc stim CS: 1

How did COCCSc1ccccc1C(=O)Nc1ccccc1C#N do in these assays?
STAT3 inh: 8.8; NF-kB neuron act: 0.98; STAT1 activator: 99.2; STAT3 activator: 99.1; APP 5'UTR act: -14.6; FLuc inh counter: -10.5; APP transl inh: 14.6; STAT1 blocker: -0.5; ROMK primary: 0.488; FLuc stim CS: 1.1

What do the screens show for `CCCOC(=O)Cc1c(O)c2ccccc2[nH]c1=O`?
STAT3 inh: 8.3; NF-kB neuron act: 1.03; STAT1 activator: 102.9; STAT3 activator: 99.2; APP 5'UTR act: 15.8; FLuc inh counter: -3.5; APP transl inh: -15.8; STAT1 blocker: -3.2; ROMK primary: 0.274; FLuc stim CS: 1

Results for Nc1nnc(C(=O)c2ccccc2N)s1 ?
STAT3 inh: -16.5; STAT1 activator: 110.6; STAT3 activator: 118.1; APP 5'UTR act: 5.5; APP transl inh: -5.5; STAT1 blocker: -11.5

Results for Cc1ccc(C(=O)Nc2sc(C)c(-c3ccccc3)c2C(N)=O)cc1[N+](=O)[O-] ?
STAT3 inh: 31.7; NF-kB neuron act: 0.27; STAT1 activator: 102.0; STAT3 activator: 73.9; APP 5'UTR act: 54.5; FLuc inh counter: 18.7; APP transl inh: -54.5; STAT1 blocker: -2.2; ROMK primary: 0.68; FLuc stim CS: 0.8

What do the screens show for `O=C(CCc1nnc(-c2ccc3c(c2)OCO3)o1)N1CCC(c2ccc(F)cc2)C1` (configuration not stated)?
STAT3 inh: -16.5; NF-kB neuron act: 1.2; STAT1 activator: 134.3*; STAT3 activator: 116.2; APP 5'UTR act: 49.6; FLuc inh counter: -7.9; APP transl inh: -49.6; STAT1 blocker: -39.5; ROMK primary: -0.188; FLuc stim CS: 1.1

How did COc1ccc(Cl)cc1-c1nc(SCC(=O)NC(C)C(C)C)n[nH]1 (configuration not stated) do in these assays?
STAT3 inh: 5.0; NF-kB neuron act: 1.06; STAT1 activator: 89.3; STAT3 activator: 103.3; APP 5'UTR act: 16.3; FLuc inh counter: -3.2; APP transl inh: -16.3; STAT1 blocker: 9.7; ROMK primary: 0.531; FLuc stim CS: 1

What do the screens show for `COc1ccc(NC(=O)c2cncc(Br)c2)c(S(=O)(=O)N2CCOCC2)c1`?
STAT3 inh: -5.5; NF-kB neuron act: 0.64; STAT1 activator: 93.2; STAT3 activator: 106.8; APP 5'UTR act: -8.5; FLuc inh counter: -3.1; APP transl inh: 8.5; STAT1 blocker: 7.5; ROMK primary: -0.379; FLuc stim CS: 1

How did O=C(Cc1csc(-c2ccccc2)n1)NCc1ccc(F)cc1 do in these assays?
STAT3 inh: 2.2; NF-kB neuron act: 0.86; STAT1 activator: 95.2; STAT3 activator: 102.8; APP 5'UTR act: -2.2; FLuc inh counter: -3.8; APP transl inh: 2.2; STAT1 blocker: 5.3; FLuc stim CS: 1

How did CCC(=O)c1ccc2ncccc2c1 do in these assays?
STAT3 inh: 20.3; NF-kB neuron act: 1.09; STAT1 activator: 111.7; STAT3 activator: 82.9; APP 5'UTR act: -3.7; FLuc inh counter: -0.6; APP transl inh: 3.7; STAT1 blocker: -13.2; ROMK primary: 0.257; FLuc stim CS: 1

How did C=CCOC(=O)C1=C(C)Nc2[nH]c(=O)[nH]c(=O)c2C1c1ccccc1 (configuration not stated) do in these assays?
STAT3 inh: 12.9; NF-kB neuron act: 0.93; STAT1 activator: 97.8; STAT3 activator: 92.8; APP 5'UTR act: 2.4; FLuc inh counter: -3.1; APP transl inh: -2.4; STAT1 blocker: 2.3; ROMK primary: 0.859; FLuc stim CS: 1

What do the screens show for `NC(=O)NC(=O)C[n+]1cccc(/C=N/O)c1`?
STAT3 inh: 9.9; NF-kB neuron act: 1.12; STAT1 activator: 92.7; STAT3 activator: 96.1; APP 5'UTR act: -1.7; FLuc inh counter: -2.1; APP transl inh: 1.7; STAT1 blocker: 7.4; ROMK primary: 0.0998; FLuc stim CS: 1

How did COc1ccc(S(=O)(=O)NCCSCc2ccco2)cc1 do in these assays?
STAT3 inh: 8.2; NF-kB neuron act: 1.24; STAT1 activator: 94.7; STAT3 activator: 96.3; APP 5'UTR act: -0.6; FLuc inh counter: -5.4; APP transl inh: 0.6; STAT1 blocker: 5.8; ROMK primary: -0.696; FLuc stim CS: 1.1

Results for CC(C)CC(NC(N)=O)C(=O)OCC(=O)NC(=O)NC1CCCC1 (configuration not stated) ?
STAT3 inh: 6.4; NF-kB neuron act: 1.19; STAT1 activator: 103.4; STAT3 activator: 98.0; APP 5'UTR act: 5.5; FLuc inh counter: -6.6; APP transl inh: -5.5; STAT1 blocker: -3.8; FLuc stim CS: 1.1

What do the screens show for `Cn1c(=O)n(CC(=O)N2CCN(c3nnc(-c4ccccc4)c4ccccc34)CC2)c2ccccc21`?
STAT3 inh: 5.1; NF-kB neuron act: 0.58; STAT1 activator: 101.9; STAT3 activator: 98.4; APP 5'UTR act: -3.6; FLuc inh counter: -1.0; APP transl inh: 3.6; STAT1 blocker: 4.6; ROMK primary: -0.865; FLuc stim CS: 1

How did O=C(CCN1CCCCC1)NNC(=O)C12CC3CC(CC(C3)C1)C2 do in these assays?
STAT3 inh: -12.2; NF-kB neuron act: 0.89; STAT1 activator: 90.4; STAT3 activator: 110.8; APP 5'UTR act: 19.9; FLuc inh counter: -5.3; APP transl inh: -19.9; STAT1 blocker: 8.1; ROMK primary: 0.487; FLuc stim CS: 1.1

How did CNc1nc(OCC(F)(F)F)nc(N2CCN(C34CC5CC(CC(C5)C3)C4)CC2)n1 do in these assays?
STAT3 inh: 1.1; STAT1 activator: 110.6; STAT3 activator: 100.9; APP 5'UTR act: 15.7; APP transl inh: -15.7; STAT1 blocker: -5.1; ROMK primary: -0.0447

How did O=[N+]([O-])c1cc(C(F)(F)F)ccc1NCCc1c[nH]c2ccccc12 do in these assays?
STAT3 inh: 21.4; NF-kB neuron act: 1.41; STAT1 activator: 105.4; STAT3 activator: 81.0; APP 5'UTR act: -2.0; FLuc inh counter: -4.6; APP transl inh: 2.0; STAT1 blocker: -5.9; FLuc stim CS: 1

How did COc1ccc(CN2CCC(CO)(Cc3cccc(C(F)(F)F)c3)CC2)cc1Cn1cccn1 do in these assays?
STAT3 inh: 1.0; NF-kB neuron act: 1.02; STAT1 activator: 92.2; STAT3 activator: 101.1; APP 5'UTR act: 4.3; FLuc inh counter: -7.9; APP transl inh: -4.3; STAT1 blocker: 6.6; ROMK primary: -1.36; FLuc stim CS: 1.1

How did Cc1cc(-n2c(C)cc(C(=O)CN3C(=O)NC4(CCCC4)C3=O)c2C)no1 do in these assays?
STAT3 inh: 5.2; NF-kB neuron act: 0.8; STAT1 activator: 107.8; STAT3 activator: 99.9; APP 5'UTR act: 9.2; FLuc inh counter: -5.9; APP transl inh: -9.2; STAT1 blocker: -8.6; ROMK primary: 0.173; FLuc stim CS: 1.1

What do the screens show for `Cc1ccccc1NC(=O)NCCc1ccc(Cl)cc1`?
STAT3 inh: 10.9; NF-kB neuron act: 1.26; STAT1 activator: 103.7; STAT3 activator: 98.3; APP 5'UTR act: 12.1; FLuc inh counter: -3.8; APP transl inh: -12.1; STAT1 blocker: -3.8; ROMK primary: -0.0194; FLuc stim CS: 1

How did Cc1nn(C)c(Cl)c1/C=N/OC(=O)c1ccccc1 do in these assays?
STAT3 inh: 5.6; NF-kB neuron act: 1.03; STAT1 activator: 98.2; STAT3 activator: 99.0; APP 5'UTR act: 16.4; FLuc inh counter: 45.0; APP transl inh: -16.4; STAT1 blocker: 0.5; ROMK primary: -2.07; FLuc stim CS: 0.6

How did CCOC(=O)CSc1nc2sc(C)c(C)c2c(=O)n1N do in these assays?
STAT3 inh: 7.4; NF-kB neuron act: 1.31; STAT1 activator: 103.0; STAT3 activator: 92.0; APP 5'UTR act: 1.1; FLuc inh counter: -5.6; APP transl inh: -1.1; STAT1 blocker: -3.4; ROMK primary: 0.981; FLuc stim CS: 1.1

Results for FC(F)(F)Oc1ccc(Nc2nc3ccccc3o2)cc1 ?
STAT3 inh: 2.1; NF-kB neuron act: 1.89; STAT1 activator: 133.8*; STAT3 activator: 101.9; APP 5'UTR act: 76.8; FLuc inh counter: 4.9; APP transl inh: -76.8; STAT1 blocker: -38.8; FLuc stim CS: 1

How did O=C(NCc1ccccc1)N1CCN(c2ccccc2F)CC1 do in these assays?
STAT3 inh: 6.1; NF-kB neuron act: 1.11; STAT1 activator: 100.8; STAT3 activator: 98.8; APP 5'UTR act: 17.1; FLuc inh counter: -5.6; APP transl inh: -17.1; STAT1 blocker: -0.9; FLuc stim CS: 1.1

What do the screens show for `N#C/C(=C/c1cccc([N+](=O)[O-])c1)c1nnc2n1CCCCC2`?
STAT3 inh: 22.0; NF-kB neuron act: 1.1; STAT1 activator: 100.1; STAT3 activator: 84.5; APP 5'UTR act: 12.8; FLuc inh counter: -4.4; APP transl inh: -12.9; STAT1 blocker: -0.1; FLuc stim CS: 1

How did COC(=O)c1ccccc1NC(=O)CN(C)S(=O)(=O)c1cc(C)ccc1OC do in these assays?
STAT3 inh: 10.2; NF-kB neuron act: 0.7; STAT1 activator: 99.6; STAT3 activator: 95.0; APP 5'UTR act: 9.4; FLuc inh counter: 0.3; APP transl inh: -9.4; STAT1 blocker: 0.4; ROMK primary: 0.0132; FLuc stim CS: 1

What do the screens show for `CCOC(=O)C1=C(C)OC(N)=C(C#N)C1c1ccccc1` (configuration not stated)?
STAT3 inh: 9.0; NF-kB neuron act: 0.93; STAT1 activator: 74.0; STAT3 activator: 98.3; APP 5'UTR act: -2.6; FLuc inh counter: -1.0; APP transl inh: 2.6; STAT1 blocker: 26.2; ROMK primary: 0.295; FLuc stim CS: 1

Bioassay records as filed in PubChem.
